MT stabilize HCS – stabilizes microtubules in HeLa cells. 0.83% of 200,000 active. AID 2205. % tubulin-high responders, % at 10 µM. HeLa tubulin immunostaining HCS, 24 h; share of cells brighter than vehicle mean+2SD;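 active means plate Z-score above 3 for both tubulin-high and condensed-nucleus cell shares, with cell loss under 80%, at 10 µM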;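 further: anti alpha tubulin signal scored within the nucleus-defined area of each cell; some results filed as inactive read as strong as hits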
WT yeast gro inh – growth inhibition of WT yeast, mitochondrial fusion screen; mitochondrial fusion phenotypic screen, WT strain; inhibition, % at 10 µM; 2.1% of 190,000 active; in the data active means inhibition above about 58%; tested in S. cerevisiae
Autophagy mod – autophagy modulation, high-content screen; 0.98% of 190,000 active; AID 463193; calls only at 10 µM (by protocol); MEF GFP-LC3 puncta imaging; test concentration mostly 10 µM;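 active means percentage of spot-positive cells more than 3 SD above its plate mean, without a fluorescence outlier flag or 80% toxicity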;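 further: spot-positive cell cutoff set from DMSO-treated cells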
bCat nuc transl – beta-catenin nuclear translocation modulation | HeLa beta-catenin nuclear translocation, immunofluorescence imaging | nuclear translocation activity, % at 5 µM | 0.3% of 190,000 active;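 active means nuclear translocation activity above 50% at 5 µM, with a well cell count of 50 or more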;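 further: per-cell ratio of nuclear to cytoplasmic median beta-catenin stain intensity; plate controls were DMSO negative control for no effect and GSK-3 inhibitor IX positive control for full effect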
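assay system = human HeLa cells, endogenous beta-catenin | times = compound treatment 24 h, 37°C, 5% CO2 | detection = Anti-beta-catenin immunofluorescence on PFA-fixed, Triton-permeabilized cells, DAPI nuclei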
Dynein cargo inh – blocks dynein driven cargo transport along microtubules. AID 1381. z-score, hits read low. 3617.4 mouse cells, GR-EGFP nuclear translocation imaging; test concentration mostly 20 µM; stimulated with dexamethasone, 1 µM; hits give low values. 0.47% of 220,000 active;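 active means plate z-score of nuclear minus cytoplasmic receptor signal below a set negative limit, without overly bright fluorescence or cell loss, cut at about -3.5 in these data, passing the limit was not always enough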;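 further: z-score of nuclear minus cytoplasmic ring GR-EGFP intensity difference per well; some compounds called inactive have numbers as strong as hits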
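Buffer or medium: tet-free medium with charcoal-stripped serum / Also added: dexamethasone agonist, 1.0 µM final, for 30 min / Timing: induction 48 h, compound 1 h, agonist 30 min / Measured by: high-content fluorescence imaging after fixation / Read-out: nuclear-to-cytoplasmic GR-EGFP distribution per well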
T cell HTS – modulates CD8 T cell binding to vesicles | calls only at 7 µM | 2C CD8+ T cell-vesicle binding, flow cytometry; hits give low values | 0.068% of 330,000 active;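 active means response, share of CD8 T cells binding vesicles, and their 90th percentile fluorescence all below set limits, cut at about 80% in these data, passing the limit was not always enough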
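incubation = binding step 1.5 h, 37 °C, antibody labelling 20 min, ice | test system = 2C mouse CD8+ T cells | read-out basis = percent CD8+ FL2 mean versus row control | controls = Peptide-free naked vesicles (low) and QL9 vesicles with 0.7% DMSO vehicle (high) | detection = flow cytometry of vesicle-bound cells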
P. falciparum M17LAP – P. falciparum M17LAP inhibitors, primary screen, biochemical, fluorogenic H-Leu-NHMec substrate, 1536-well (AID 1619); 0.38% of 220,000 active; inhibition, % at 30 µM, or IC50 in µM where a hit was titrated; recombinant M17LAP, H-Leu-NHMec fluorogenic kinetic assay; higher % means a stronger effect;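 active means compound inhibiting the enzyme by more than half at any dose during confirmatory dose-response retesting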;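 further: plate controls were full reaction with DMSO carrier for no effect and no enzyme background for full effect; strong numbers were not always called active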
Yfh1-off respiration – mitochondrial function rescue without frataxin homolog – Friedreich's ataxia, plus single-dose screen, dose response (AID 1465); S. cerevisiae Yfh1-off respiration, WST-1 reduction, 72 h; higher fold induction means a stronger effect; 0.074% of 220,000 active; one-dose fold induction at 50 µM; EC50 in µM for titrated hits;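 active means fold induction of absorbance versus untreated yeast above a set limit, then at least 30% activation at any dose in follow-up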;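 further: activators that raise dye reduction in frataxin-depleted yeast; strong numbers were not always called active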
P. falciparum M1AAP – P. falciparum M1AAP inhibitors, biochemical, fluorogenic H-Leu-NHMec substrate, 1536-well (AID 1445) | recombinant M1AAP, H-Leu-NHMec fluorogenic kinetic assay; higher % means a stronger effect | inhibition, % at 30 µM; hits with a dose series show IC50 in µM | 0.42% of 220,000 active;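 active means primary inhibition above the hit cutoff, then over 50% inhibition at one or more dose response concentrations, cut at about 23% in these data, passing the limit was not always enough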;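 further: plate controls were DMSO full reaction for no effect and no enzyme background for full effect; strong numbers were not always called active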
WT yeast gro inh mutant strain – recorded beside WT yeast gro inh, whose call it bears; inhibition, %; mitochondrial fusion phenotypic screen, mutant strain inhibition
Dynein cargo inh cytoplasmic EGFP – also measured in Dynein cargo inh; calls as there; z-score; measured here: cytoplasmic GR-EGFP intensity; hits give high values
Dynein cargo inh nuclear GR-EGFP – recorded beside Dynein cargo inh, whose call it bears; z-score; measured here: nuclear GR-EGFP intensity;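 lower value marks the stronger effect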
Dynein cargo inh cell count – further read-out of Dynein cargo inh, marked with its call; z-score; measured here: cell count per field
bCat nuc transl cell count 5 µM – second read-out of bCat nuc transl, no call of its own (marks repeat the call); cell count; measured here: cell count, cytotoxicity flag
T cell HTS vesicle-bound % – second read-out of T cell HTS, no call of its own (marks repeat the call); double positive events, %; measured here: CD8+ vesicle-bound cell fraction;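 binding gate set so that unloaded-vesicle control wells show 10% double positive cells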
MT stabilize HCS Hoechst-high % – recorded beside MT stabilize HCS, whose call it bears; % Hoechst-high responders; measured here: nuclear condensation Hoechst responders;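 share of cells brighter than vehicle mean plus two SD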
MT stabilize HCS cytotoxicity % – recorded beside MT stabilize HCS, whose call it bears; toxicity, %; measured here: cytotoxicity by cell density;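 0% = mean cell density of plate MIN control wells and 100% = no cells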
Autophagy mod cell loss 18 h – recorded beside Autophagy mod, whose call it bears; toxicity, %; measured here: cell loss, nuclei count;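 cell loss after 18 h compound exposure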
Numbers without * were called inactive.

What do the screens show for `CCCCN(C)C(=S)Nc1ccc2nc3n(c(=O)c2c1)CCCCC3`?
MT stabilize HCS: 3.0; WT yeast gro inh: 4; Autophagy mod: inactive; bCat nuc transl: -2.2; Dynein cargo inh: 0.65; T cell HTS: inactive; P. falciparum M17LAP: -1%; Yfh1-off respiration: inactive; P. falciparum M1AAP: 4%; WT yeast gro inh mutant strain: 3; Dynein cargo inh cytoplasmic EGFP: -0.29; Dynein cargo inh nuclear GR-EGFP: 0.6; Dynein cargo inh cell count: -0.48; bCat nuc transl cell count 5 µM: 1112; T cell HTS vesicle-bound %: 64; MT stabilize HCS Hoechst-high %: 1.2; MT stabilize HCS cytotoxicity %: 20; Autophagy mod cell loss 18 h: 5

Results for CCOC(=O)CNC(=O)CSc1nc2cccnc2n1CC ?
MT stabilize HCS: 3.9; WT yeast gro inh: 0; Autophagy mod: inactive; bCat nuc transl: -2.3; Dynein cargo inh: -0.21; T cell HTS: inactive; P. falciparum M17LAP: 12%; Yfh1-off respiration: inactive; P. falciparum M1AAP: 0%; WT yeast gro inh mutant strain: -5; Dynein cargo inh cytoplasmic EGFP: -0.22; Dynein cargo inh nuclear GR-EGFP: -0.23; Dynein cargo inh cell count: 0.75; bCat nuc transl cell count 5 µM: 529; T cell HTS vesicle-bound %: 40; MT stabilize HCS Hoechst-high %: 2.2; MT stabilize HCS cytotoxicity %: 2.3; Autophagy mod cell loss 18 h: -11

How did O=C(NCCCN1CCCC1)c1ccc(CS(=O)(=O)c2ccc(Br)cc2)o1 do in these assays?
MT stabilize HCS: 3.7; WT yeast gro inh: 3; Autophagy mod: inactive; Dynein cargo inh: 0.66; T cell HTS: inactive; P. falciparum M17LAP: 6%; P. falciparum M1AAP: 5%; WT yeast gro inh mutant strain: 3; Dynein cargo inh cytoplasmic EGFP: -0.028; Dynein cargo inh nuclear GR-EGFP: 0.49; Dynein cargo inh cell count: -1.1; T cell HTS vesicle-bound %: 66; MT stabilize HCS Hoechst-high %: 2.4; MT stabilize HCS cytotoxicity %: 5.4; Autophagy mod cell loss 18 h: 3

Results for O=C(Nc1ccccc1)n1ccc(-c2ccc(-n3ccnc3)cc2)n1 ?
MT stabilize HCS: 4.4; WT yeast gro inh: -17; Autophagy mod: inactive; bCat nuc transl: 2.1; Dynein cargo inh: 0.56; T cell HTS: inactive; P. falciparum M17LAP: -11%; Yfh1-off respiration: inactive; P. falciparum M1AAP: 4%; WT yeast gro inh mutant strain: -8; Dynein cargo inh cytoplasmic EGFP: -0.22; Dynein cargo inh nuclear GR-EGFP: 0.18; Dynein cargo inh cell count: -0.048; bCat nuc transl cell count 5 µM: 1100; T cell HTS vesicle-bound %: 28; MT stabilize HCS Hoechst-high %: 4.5; MT stabilize HCS cytotoxicity %: 1.6; Autophagy mod cell loss 18 h: 18

What do the screens show for `COc1cc(OC)cc(C(=O)Nc2cccc(C(C)=O)c2)c1`?
MT stabilize HCS: 2.5; WT yeast gro inh: 14; Autophagy mod: inactive; Dynein cargo inh: -0.085; T cell HTS: inactive; P. falciparum M17LAP: -2%; Yfh1-off respiration: inactive; P. falciparum M1AAP: 1%; WT yeast gro inh mutant strain: 13; Dynein cargo inh cytoplasmic EGFP: -0.21; Dynein cargo inh nuclear GR-EGFP: 0.28; Dynein cargo inh cell count: -0.76; T cell HTS vesicle-bound %: 25; MT stabilize HCS Hoechst-high %: 1.9; MT stabilize HCS cytotoxicity %: 7.3; Autophagy mod cell loss 18 h: -14

Results for O=C(CN1C(=O)NC2(CCCc3ccccc32)C1=O)NCc1ccco1 (stereo unspecified) ?
MT stabilize HCS: 2.6; WT yeast gro inh: -25; Autophagy mod: inactive; bCat nuc transl: 0.7; Dynein cargo inh: 0.99; T cell HTS: inactive; P. falciparum M17LAP: -6%; Yfh1-off respiration: inactive; P. falciparum M1AAP: -7%; WT yeast gro inh mutant strain: -47; Dynein cargo inh cytoplasmic EGFP: -0.18; Dynein cargo inh nuclear GR-EGFP: 0.82; Dynein cargo inh cell count: -0.6; bCat nuc transl cell count 5 µM: 1432; T cell HTS vesicle-bound %: 17; MT stabilize HCS Hoechst-high %: 1.5; MT stabilize HCS cytotoxicity %: 5.8; Autophagy mod cell loss 18 h: -10

What do the screens show for `CC(=O)N1N=C(c2ccc(C)c([N+](=O)[O-])c2)OC1(C)C`?
bCat nuc transl: 0.5; Dynein cargo inh: 1.2; T cell HTS: inactive; P. falciparum M17LAP: 0%; Yfh1-off respiration: inactive; P. falciparum M1AAP: 2%; Dynein cargo inh cytoplasmic EGFP: -0.16; Dynein cargo inh nuclear GR-EGFP: 0.85; Dynein cargo inh cell count: -1.3; bCat nuc transl cell count 5 µM: 1255; T cell HTS vesicle-bound %: 40

How did [O-]/[N+](=C\c1ccncc1)c1ccc(Br)cc1 do in these assays?
MT stabilize HCS: 3.9; WT yeast gro inh: 0; Autophagy mod: inactive; bCat nuc transl: 5.2; Dynein cargo inh: 1.2; T cell HTS: inactive; P. falciparum M17LAP: -4%; Yfh1-off respiration: inactive; P. falciparum M1AAP: 3%; WT yeast gro inh mutant strain: -7; Dynein cargo inh cytoplasmic EGFP: 0.7; Dynein cargo inh nuclear GR-EGFP: 2.3; Dynein cargo inh cell count: -1.8; bCat nuc transl cell count 5 µM: 590; T cell HTS vesicle-bound %: 17; MT stabilize HCS Hoechst-high %: 2.1; MT stabilize HCS cytotoxicity %: 6.4; Autophagy mod cell loss 18 h: 2

How did CN(C)c1nc(/C=C(\C#N)C(N)=O)c(Cl)n1-c1ccc(F)cc1 do in these assays?
MT stabilize HCS: 4.3; WT yeast gro inh: 5; Autophagy mod: inactive; bCat nuc transl: 0.1; Dynein cargo inh: -1.5; T cell HTS: inactive; P. falciparum M17LAP: 0%; Yfh1-off respiration: inactive; P. falciparum M1AAP: 14%; WT yeast gro inh mutant strain: 6; Dynein cargo inh cytoplasmic EGFP: 0.22; Dynein cargo inh nuclear GR-EGFP: -0.67; Dynein cargo inh cell count: -1.9; bCat nuc transl cell count 5 µM: 1077; T cell HTS vesicle-bound %: 24; MT stabilize HCS Hoechst-high %: 5.7; MT stabilize HCS cytotoxicity %: 3.5; Autophagy mod cell loss 18 h: -12

How did COC(=O)c1ccc(COc2ccccc2/C=C(\C#N)C(=O)Nc2ccc(C)cc2C)cc1 do in these assays?
MT stabilize HCS: 1.8; WT yeast gro inh: -4; Autophagy mod: inactive; bCat nuc transl: -0.7; Dynein cargo inh: 2.1; T cell HTS: inactive; P. falciparum M17LAP: 5%; Yfh1-off respiration: inactive; P. falciparum M1AAP: 9%; WT yeast gro inh mutant strain: 1; Dynein cargo inh cytoplasmic EGFP: 0.14; Dynein cargo inh nuclear GR-EGFP: 0.97; Dynein cargo inh cell count: -0.78; bCat nuc transl cell count 5 µM: 920; T cell HTS vesicle-bound %: 62; MT stabilize HCS Hoechst-high %: 3.2; MT stabilize HCS cytotoxicity %: 9.8; Autophagy mod cell loss 18 h: 22

What do the screens show for `COc1ccc(/C=N/NC(=O)Cn2c(Cc3ccc(OC)c(OC)c3)nc3ccccc32)cc1OC`?
MT stabilize HCS: 7.1; WT yeast gro inh: -2; Autophagy mod: inactive; bCat nuc transl: -1.0; Dynein cargo inh: 0.5; T cell HTS: inactive; P. falciparum M17LAP: 7%; Yfh1-off respiration: inactive; P. falciparum M1AAP: 8%; WT yeast gro inh mutant strain: -11; Dynein cargo inh cytoplasmic EGFP: -0.086; Dynein cargo inh nuclear GR-EGFP: 0.52; Dynein cargo inh cell count: -1; bCat nuc transl cell count 5 µM: 1066; T cell HTS vesicle-bound %: 37; MT stabilize HCS Hoechst-high %: 2.0; MT stabilize HCS cytotoxicity %: 10; Autophagy mod cell loss 18 h: -7

How did CC(C)(C)C(=O)CNS(=O)(=O)c1ccc(S(=O)(=O)NC2CCCC2)cc1 do in these assays?
MT stabilize HCS: 1.3; WT yeast gro inh: 9; Autophagy mod: inactive; bCat nuc transl: -0.8; Dynein cargo inh: 0.082; T cell HTS: inactive; P. falciparum M17LAP: 1%; Yfh1-off respiration: inactive; P. falciparum M1AAP: 4%; WT yeast gro inh mutant strain: -3; Dynein cargo inh cytoplasmic EGFP: -0.23; Dynein cargo inh nuclear GR-EGFP: 0.35; Dynein cargo inh cell count: -0.8; bCat nuc transl cell count 5 µM: 1044; T cell HTS vesicle-bound %: 22; MT stabilize HCS Hoechst-high %: 0.2; MT stabilize HCS cytotoxicity %: 24; Autophagy mod cell loss 18 h: 13

Source: PubChem BioAssay (several laboratories)
